High-throughput results (PubChem)
M. tuberculosis GlmU: inhibition of mycobacterial GlmU enzyme – biochemical, glucosamine-1-phosphate acetyltransferase (AID 1376). 0.25% of 220,000 active. M. tuberculosis GlmU acetyltransferase enzyme assay; higher % means a stronger effect. inhibition, %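 (tested at 30 µM in the primary screen)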, or IC50 in µM where a hit was titrated; in the data active means inhibition above about 13%;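 further: 0% = complete reaction with vehicle and 100% = reaction without substrate; strong numbers were not always called active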
RmlCD inh 1536: M. tuberculosis RmlC/RmlD inhibition | P9WH09+P9WH11 | RmlC+RmlD coupled enzyme assay, percent inhibition; primary screen in compound mixtures | inhibition, % at 3.6 µM | 0.03% of 160,000 active; in the data active means inhibition mostly above about 34%, no sharp cut-off; further: some results filed as inactive read as strong as hits
Target sequence (P9WH09 whole entry, looked up): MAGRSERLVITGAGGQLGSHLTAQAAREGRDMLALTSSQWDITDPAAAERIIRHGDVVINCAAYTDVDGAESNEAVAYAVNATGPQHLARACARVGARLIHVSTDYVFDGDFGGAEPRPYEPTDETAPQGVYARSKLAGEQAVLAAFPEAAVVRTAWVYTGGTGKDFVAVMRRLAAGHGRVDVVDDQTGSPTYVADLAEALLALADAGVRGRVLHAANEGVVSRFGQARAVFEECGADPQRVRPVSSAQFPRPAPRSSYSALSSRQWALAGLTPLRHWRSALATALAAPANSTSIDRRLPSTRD
Target sequence (P9WH11 whole entry, looked up): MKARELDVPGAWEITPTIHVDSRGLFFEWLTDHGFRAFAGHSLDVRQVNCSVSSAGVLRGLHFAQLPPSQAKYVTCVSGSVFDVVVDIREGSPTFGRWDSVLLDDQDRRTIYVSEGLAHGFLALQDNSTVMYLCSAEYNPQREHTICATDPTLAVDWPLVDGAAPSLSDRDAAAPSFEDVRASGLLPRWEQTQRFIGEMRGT
Numbers without * were called inactive; · = no result given. This is a subset; count on the stated rates, not on these rows.

Each structure is followed by: M. tuberculosis GlmU, RmlCD inh 1536
1) COc1cc2[nH]c(C(=O)NN)c(N)c2cc1OC
 : 1.9%, 13
2) O=c1[nH]c(=O)n(Cc2ccc(F)cc2)c(O)c1C=NCCCO
 : 4.1%, 7
3) O=C(OCCN1C(=O)c2cccc3c(N4CCOCC4)ccc(c23)C1=O)c1ccccc1Cl
 : -8.9%, 7
4) Cc1ccc(-c2noc(CNc3ccccc3)n2)cc1
 : 1.7%, ·
5) COCn1c(-c2ccc(OC)c(OC)c2)nc2ccccc21
 : -1.5%, 8
6) CC(C)(C)NC(=O)C(c1ccc(O)cc1)N(C(=O)CCC(=O)Nc1nccs1)c1cccc(F)c1 (stereo unspecified)
 : 3.5%, -5
7) CCN(CC)C(=O)CSc1nc2cc3c(cc2c(=O)n1CCCCCC(=O)NCc1ccc(OC)cc1)OCO3
 : -1.4%, -9
8) COc1ccccc1NC(=O)c1cc(C)oc1C
 : 1.0%, 0
9) O=C(Nc1cc(C(F)(F)F)ccc1Cl)C(Sc1cccc[n+]1[O-])c1ccccc1 (stereo unspecified)
 : -0.2%, ·
10) Cc1ccc(NC(=O)COC(=O)Cn2c(C)csc2=O)cc1C
 : 8.3%, 7
11) COc1cc(S(=O)(=O)N2CCN(C)CC2)ccc1Cl
 : -1.8%, ·
12) O=C(NCc1ccccc1)c1cccc(S(=O)(=O)NCc2ccccc2)c1
 : 0.7%, -6
13) Cc1cccc(-c2ncc(CN3CCN(CC(C)C)C(CCO)C3)cn2)c1 (stereo unspecified)
 : 3.6%, ·
14) CC(Oc1ccccc1)C(=O)Nc1ccc(S(=O)(=O)NCC2CCCO2)cc1 (stereo unspecified)
 : -6.0%, ·
15) COc1ccc(/C=C/C(=O)N2CCN(C)CC2)cc1S(=O)(=O)N1CCCCC1
 : -6.0%, -8
16) CCSc1nnc(NC(=O)c2ccc3c(c2)OCO3)s1
 : 5.0%, 13
17) COc1cc2c(cc1NC(=O)c1cc(-c3ccccn3)nc3ccccc13)oc1ccccc12
 : -6.1%, 0
18) OCc1cc(-c2ccc(Cl)c(Cl)c2)on1
 : 5.8%, -4
19) C[C@H](NC(=O)c1[nH]cnc1C(=O)Nc1ccc(CNC(=O)OC(C)(C)C)cc1)C(=O)OC(C)(C)C
 : 5.5%, -7
20) C/C(=N\O)C(C)(C)Nc1ccc(Cl)cc1
 : 0.1%, -2
21) S=C1NNC2(NN1)C1CC3CC(C1)CC2C3
 : 5.6%, ·
22) CCOC(=O)c1ccc(NC(=O)C(C)NS(=O)(=O)c2ccc(OC)cc2)cc1 (stereo unspecified)
 : 5.2%, -13
23) CC(=O)NCCOc1cccc2cccnc12
 : 6.1%, ·
24) Cc1ccc(C2=NNC(=Nc3ccc(F)cc3)SC2)cc1
 : -2.0%, -4
25) COc1ccc(OCC(=O)Sc2ccc(C)cc2)cc1
 : -0.4%, -5
26) S=C(NC1CCCCC1)N(CCc1ccccc1)CCc1ccccc1
 : 1.0%, 3
27) Cc1cc(C)n(CC(O)CN(c2ccccc2)S(=O)(=O)c2ccccc2)n1 (stereo unspecified)
 : -0.7%, -4
28) CCCn1c(SCC(=O)NC(C)(C)C)nnc1C(C)C
 : -0.1%, -5
29) CCc1ccc(NC(=O)CCn2cccc2)cc1
 : 3.2%, ·
30) CC(=O)Nc1ccc(NC(=O)COc2cccc3c2OC(C)(C)C3)cc1
 : 2.3%, 1
31) CCN(CC)C(=O)CSc1nnc(-c2ccc(O)cc2)n1CC1CCCO1 (stereo unspecified)
 : -2.7%, ·
32) Cc1ccc(S(=O)CCNC(=O)Cc2ccc(Cl)cc2)cc1 (stereo unspecified)
 : 2.5%, 26
33) O=C(CCCc1nc2ccccc2s1)Nc1ccccc1
 : ·, -10
34) N#Cc1sc2nc3c(cc2c1N)CCCC3
 : 0.9%, ·
35) COc1ccccc1C(=O)NNC(=O)c1cccc(F)c1
 : -0.3%, ·
36) CCOc1ccc(N(CC(=O)NCCc2ccc(OC)cc2)S(C)(=O)=O)cc1
 : 5.1%, -6
37) Cc1ccc(NC(=O)C2CCCN2C(=O)Oc2ccccc2)c(C)c1 (stereo unspecified)
 : 5.8%, -9
38) CCOC(=O)NC(Nc1nnc(SCC)s1)(C(F)(F)F)C(F)(F)F
 : 1.2%, 8
39) Cc1ccc(CC(NC(=O)c2ccccc2)C(=O)NC(CC(C)C)C(=O)O)cc1 (stereo unspecified)
 : -4.3%, ·
40) COc1ccc(NC(=O)C2C(=O)NC3(C)CC2c2ccccc2O3)cc1 (stereo unspecified)
 : 1.4%, 3

An excerpt of these results, with tabs.
no.	mol	M. tuberculosis GlmU	RmlCD inh 1536
9	O=C(Nc1cc(C(F)(F)F)ccc1Cl)C(Sc1cccc[n+]1[O-])c1ccccc1 (stereo unspecified)	-0.2%	·
10	Cc1ccc(NC(=O)COC(=O)Cn2c(C)csc2=O)cc1C	8.3%	7
11	COc1cc(S(=O)(=O)N2CCN(C)CC2)ccc1Cl	-1.8%	·
12	O=C(NCc1ccccc1)c1cccc(S(=O)(=O)NCc2ccccc2)c1	0.7%	-6
13	Cc1cccc(-c2ncc(CN3CCN(CC(C)C)C(CCO)C3)cn2)c1 (stereo unspecified)	3.6%	·
14	CC(Oc1ccccc1)C(=O)Nc1ccc(S(=O)(=O)NCC2CCCO2)cc1 (stereo unspecified)	-6.0%	·
15	COc1ccc(/C=C/C(=O)N2CCN(C)CC2)cc1S(=O)(=O)N1CCCCC1	-6.0%	-8
16	CCSc1nnc(NC(=O)c2ccc3c(c2)OCO3)s1	5.0%	13
17	COc1cc2c(cc1NC(=O)c1cc(-c3ccccn3)nc3ccccc13)oc1ccccc12	-6.1%	0
18	OCc1cc(-c2ccc(Cl)c(Cl)c2)on1	5.8%	-4
19	C[C@H](NC(=O)c1[nH]cnc1C(=O)Nc1ccc(CNC(=O)OC(C)(C)C)cc1)C(=O)OC(C)(C)C	5.5%	-7
20	C/C(=N\O)C(C)(C)Nc1ccc(Cl)cc1	0.1%	-2
21	S=C1NNC2(NN1)C1CC3CC(C1)CC2C3	5.6%	·
22	CCOC(=O)c1ccc(NC(=O)C(C)NS(=O)(=O)c2ccc(OC)cc2)cc1 (stereo unspecified)	5.2%	-13
23	CC(=O)NCCOc1cccc2cccnc12	6.1%	·
24	Cc1ccc(C2=NNC(=Nc3ccc(F)cc3)SC2)cc1	-2.0%	-4
25	COc1ccc(OCC(=O)Sc2ccc(C)cc2)cc1	-0.4%	-5
26	S=C(NC1CCCCC1)N(CCc1ccccc1)CCc1ccccc1	1.0%	3
27	Cc1cc(C)n(CC(O)CN(c2ccccc2)S(=O)(=O)c2ccccc2)n1 (stereo unspecified)	-0.7%	-4
28	CCCn1c(SCC(=O)NC(C)(C)C)nnc1C(C)C	-0.1%	-5
29	CCc1ccc(NC(=O)CCn2cccc2)cc1	3.2%	·
30	CC(=O)Nc1ccc(NC(=O)COc2cccc3c2OC(C)(C)C3)cc1	2.3%	1
31	CCN(CC)C(=O)CSc1nnc(-c2ccc(O)cc2)n1CC1CCCO1 (stereo unspecified)	-2.7%	·
32	Cc1ccc(S(=O)CCNC(=O)Cc2ccc(Cl)cc2)cc1 (stereo unspecified)	2.5%	26
33	O=C(CCCc1nc2ccccc2s1)Nc1ccccc1	·	-10
34	N#Cc1sc2nc3c(cc2c1N)CCCC3	0.9%	·
35	COc1ccccc1C(=O)NNC(=O)c1cccc(F)c1	-0.3%	·
36	CCOc1ccc(N(CC(=O)NCCc2ccc(OC)cc2)S(C)(=O)=O)cc1	5.1%	-6
37	Cc1ccc(NC(=O)C2CCCN2C(=O)Oc2ccccc2)c(C)c1 (stereo unspecified)	5.8%	-9

(more compounds)
Each structure is followed by: M. tuberculosis GlmU, RmlCD inh 1536
41) CSc1ccccc1C(=O)C1CCCN(C(=O)CCc2cccnc2)C1 (stereo unspecified)
 : 0.5%, 0
42) CC(C)C(=O)NC(=S)Nc1ccccc1C(=O)Nc1ccccc1
 : -4.7%, -11
43) CCOC(=O)c1ccc(NC(=O)CSc2n[nH]c(-c3ccncc3)n2)cc1
 : 3.6%, -7
44) COc1ccc(C2=NCCn3cccc32)c(OC)c1
 : -4.7%, 11
45) CCOC(=O)c1c(-c2ccc(OC)cc2)csc1/N=C/C1=C(O)CCCC1=O
 : -0.8%, ·
46) CCN(CC)S(=O)(=O)c1cc(C(=O)Oc2ccccc2OC)ccc1OC
 : 0.4%, ·
47) CCCS(=O)(=O)n1nc(-c2ccc(OC)cc2OC)cc1N
 : ·, -11
48) Cc1ccc(-n2cc(CN3CCC(CO)(Cc4ccccc4)CC3)cn2)cc1
 : -5.0%, ·
49) Cc1ccc2c(c1)C1C3CCC(C3)C1S(=O)N2 (stereo unspecified)
 : 3.2%, 2
50) COc1ccc(NC2CCN(C3CC(=O)N(c4ccc(F)c(Cl)c4)C3=O)CC2)cc1 (stereo unspecified)
 : 3.2%, 7
51) O=C1CC(=O)CC(c2ccccc2)C1
 : -2.1%, ·
52) COc1cc(C2C(=O)N(C3CCCC3)CC(=O)N2Cc2ccco2)ccc1OC(C)C (stereo unspecified)
 : -1.4%, 1
53) CCN1CCN(c2cc(N3CCCC3)c([N+](=O)[O-])cc2F)CC1
 : -2.4%, ·
54) O=C(CCCc1nc2ccccc2s1)N1CCN(S(=O)(=O)c2cccs2)CC1
 : 6.5%, -11
55) FC(F)(F)c1cccc(Oc2ccc3c(C(F)(F)F)cc(C(F)(F)F)nc3n2)c1
 : 2.2%, -4
56) Cc1c(C(=O)Oc2cc(N)n(S(C)(=O)=O)n2)cccc1[N+](=O)[O-]
 : -5.7%, ·
57) Cc1ccc(O)c(-c2cc(C(=O)NCc3ccncc3)[nH]n2)c1
 : 6.1%, -10
58) CS(=O)(=O)N(CCc1ccccc1)CC(=O)N1CCN(c2ccccc2)CC1
 : 2.6%, ·
59) CCOC(=O)C1C(=O)CC(C)(O)C(C(=O)OCC)C1c1ccc(C)s1 (stereo unspecified)
 : -1.0%, ·
60) COC(=O)c1sccc1NC(=O)Cc1ccc(Br)cc1
 : 0.7%, ·
61) O/N=C\c1ccccc1Oc1ccc(F)cc1
 : 7.6%, -11
62) Cc1cccc(C)c1OCC(=O)N/N=C/C=C/c1ccco1
 : -6.3%, -5
63) O=C(NCCCN1CCOCC1)c1c(F)cccc1F
 : 0.5%, 7
64) C/C(N)=C(/C#N)C(=O)CSc1nnc(Nc2c(C)cccc2C)s1
 : 4.9%, ·
65) CCn1c(C)nc2cc(-c3nc4n(n3)Cc3ccccc3-4)ccc21
 : -1.3%, -9
66) O=C(O)Cc1c(C(=O)O)[nH]c2ccc(C(=O)O)cc12
 : 1.9%, -10
67) CSc1ccc(Cl)c(C(=O)OCC(=O)N2CC(C)OC(C)C2)c1 (stereo unspecified)
 : -1.7%, 20
68) Cc1ccc(N(CC(=O)NN=C2CCN(C)CC2)S(=O)(=O)c2ccccc2)c(C)c1
 : 1.1%, -6
69) Cc1nc2c(ccc3nc(NC(=O)c4ccc(S(=O)(=O)N(C)C)cc4)sc32)s1
 : -4.9%, -3
70) COCCCn1c(SCC(=O)Nc2ccc(C)cc2)nc2ccccc2c1=O
 : 6.6%, -6
71) CCCNC(=O)NC(=O)COc1c(F)c(F)cc(F)c1F
 : -3.5%, ·
72) COc1ccccc1C(=O)Nc1ccc(S(=O)(=O)N2CCc3ccccc32)cc1
 : 5.6%, 2
73) CN(C)c1ccc(/C=C/C(=O)c2ccccc2O)cc1
 : -3.4%, -15
74) Cc1ccc(N(Cc2ccc([N+](=O)[O-])cc2)C(=O)c2ccco2)cc1C
 : 7.7%, ·
75) CN(CC(=O)Nc1cccnc1)S(=O)(=O)c1ccccc1
 : 3.3%, 12
76) O=C(CCC(=O)OCC(F)(F)C(F)F)NCc1ccccc1
 : 5.8%, ·
77) O=C(CSC1=NCCS1)Nc1cccc2ccccc12
 : ·, 7
78) CCOC(=O)C(C#N)C(Cc1ccccc1)c1ccco1 (stereo unspecified)
 : 3.4%, ·
79) O=C(CSc1nnc(-c2ccccn2)n1-c1ccccc1)Nc1ccc2c(c1)OCO2
 : 1.1%, -7
80) O=C(CCN1C(=O)C2C3C=CC(C3)C2C1=O)N1CCN(c2ccccc2F)CC1 (stereo unspecified)
 : ·, -7
81) [O-]/C(=C(\C(=S)Nc1cccc2ccccc12)[n+]1ccccc1)c1cccs1
 : 0.6%, -2
82) CNC(=S)N/N=C(\C)c1ccc(-n2ccnc2)cc1
 : 0.4%, -1
83) O=C(Cn1c(=O)oc2cc(S(=O)(=O)N3CCCC3)ccc21)NCc1ccc(F)cc1
 : -0.6%, 5
84) Cc1cccc(Cn2ccc(NC(=O)c3cccnc3)n2)c1
 : -3.6%, ·
85) Cc1nc(-c2ccccc2)sc1C1(C)CC(c2c(Cl)cccc2Cl)=NO1 (stereo unspecified)
 : -4.6%, ·
86) O=C(Nc1ccc(S(=O)(=O)N2CCCC2)cc1)c1cnccn1
 : 0.0%, -4
87) COc1ccc(CC(=O)NCc2csc(-c3cccs3)n2)cc1OC
 : 5.5%, ·
88) COc1ccc(/C=C/c2nnc(NC(=O)C(C)(C)C)s2)cc1
 : 0.4%, ·
89) COc1ccc(C2C=C(Nc3ccccc3)C(=O)N2c2ccccc2)cc1OC (stereo unspecified)
 : 1.1%, ·
90) CCOc1cccc2cc(C(=O)N3CCN(C/C=C/c4ccccc4)CC3)c(=O)oc12
 : 2.9%, -7
91) O=C(COc1ccc(S(=O)(=O)N2CCOCC2)cc1)N1CCCCCC1
 : -2.4%, ·
92) Cc1oc(-c2ccc3c(c2)OCCO3)cc1C(=O)O
 : 2.6%, ·
93) O=C1c2cccc3c([N+](=O)[O-])ccc(c23)C(=O)N1CC1CCCO1 (stereo unspecified)
 : 0.4%, 4
94) CC12CCC(=O)N1c1ccccc1C(=O)N2c1ccccc1 (stereo unspecified)
 : -4.1%, -4
95) COc1ccc(/C(C)=N/N=C(N)N)c(OC)c1
 : ·, 5
96) COc1ccc(CCNC(=O)C2CCN(S(=O)(=O)c3ccc(-n4cnnn4)cc3)CC2)cc1OC
 : 6.5%, -7
97) CCOc1ccccc1N1CN(Cc2ccccc2)CNC1=S
 : 5.2%, -12
98) OCCC1CN(Cc2cccnc2)CCN1CCc1ccccc1 (stereo unspecified)
 : -2.9%, ·
99) COCCCNC(=S)Nc1cc(C)c(C)cc1C
 : -2.5%, -7
